# Assay outcomes as filed in PubChem BioAssay.
# A549 tox: counter-screen for Nrf2 inhibitors: cytotoxicity in A549 cells; hit rate 0.16% among 390,000; AID 504648; Potency, µM (top dose mostly 46 µM), for the others: at the highest dose activity change, negative = cytotoxicity, most hits filed as inhibitors; A549 ARE-Fluc cells, CellTiter-Fluor viability, 18-24 h; further: on the % scale 0 is the no-effect control and ±100 the full control effect
#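 Cytotoxicity counterscreen: CellTiter-Fluor fluorescence was measured in A549 ARE_Fluc cells after 18-24 h of compound exposure in a concentration series. The subsequent BugLite luminescent read reports ARE-luciferase activity.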
# ATXN2 expr inh: inhibitors of ATXN2 expression | hit rate 0.72% among 360,000 | HEK-293 ATXN2-luciferase reporter, luminescence, 24 h | Potency, µM (series often up to 57 µM), inactives show at the top dose activity change, negative = inhibition, actives largely listed as inhibitors; further: on the % scale 0 is the no-effect control and ±100 the full control effect; nearly all actives have a fitted effect of over 55% in size
#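 ATXN2-luciferase reporter cells (luciferase flanked by upstream and downstream ATXN2 gene portions) were treated 24 h at 37 °C with compounds at up to 57 uM. SteadyGlo luminescence gave expression; GF-AFC fluorescence gave viability.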
# Nrf2 inh: Nrf2 pathway inhibition | A549 ARE-Fluc reporter, luciferase luminescence, 18-24 h | Potency, µM (doses to about 46 µM), for inactives: at the top dose activity change, negative = inhibition, hits mostly inhibitors | hit rate 2.1% among 360,000 | AID 504444; further: on the % scale 0 is the no-effect control and ±100 the full control effect; nearly all actives have a fitted effect of over 60% in size
#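 Quantitative HTS in A549 cells stably bearing an antioxidant response element-firefly luciferase construct. Inhibition of Nrf2-driven transcription was scored by luminescence after 18-24 h of compound exposure at 37 °C.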
# Nrf2 ARE act: activators of Nrf2 (ARE) signaling; AREc32 ARE-luciferase reporter (MCF7-derived line), luminescence, 24 h; Potency, µM (series often up to 46.1 µM), for inactives: at the top dose activation, actives largely listed as activators; hit rate 0.31% among 410,000; AID 624171; further: % of control where 0% means no effect; nearly all actives have a fitted effect of over 65% in size
#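 ARE-driven firefly luciferase activity in AREc32 cells measured after a 24 hr compound exposure at 37 deg C, using Steady-Glo reagent and a 30 min room-temperature hold.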
# EPAC2 antagonist: antagonists of human EPAC2; Potency, µM (series often up to 114 µM), for inactives: at the top dose activity, negative = inhibition, hits mostly inhibitors; EPAC2 GEF exchange of Rap1B-BODIPY-GDP, fluorescence; hit rate 0.18% among 360,000; AID 720708; Q8WZA2; further: on the % scale 0 is the no-effect control and ±100 the full control effect; nearly all actives have a fitted effect of over 45% in size; many of its hits are not listed in these tables
# Target sequence (Q8WZA2 whole entry, looked up): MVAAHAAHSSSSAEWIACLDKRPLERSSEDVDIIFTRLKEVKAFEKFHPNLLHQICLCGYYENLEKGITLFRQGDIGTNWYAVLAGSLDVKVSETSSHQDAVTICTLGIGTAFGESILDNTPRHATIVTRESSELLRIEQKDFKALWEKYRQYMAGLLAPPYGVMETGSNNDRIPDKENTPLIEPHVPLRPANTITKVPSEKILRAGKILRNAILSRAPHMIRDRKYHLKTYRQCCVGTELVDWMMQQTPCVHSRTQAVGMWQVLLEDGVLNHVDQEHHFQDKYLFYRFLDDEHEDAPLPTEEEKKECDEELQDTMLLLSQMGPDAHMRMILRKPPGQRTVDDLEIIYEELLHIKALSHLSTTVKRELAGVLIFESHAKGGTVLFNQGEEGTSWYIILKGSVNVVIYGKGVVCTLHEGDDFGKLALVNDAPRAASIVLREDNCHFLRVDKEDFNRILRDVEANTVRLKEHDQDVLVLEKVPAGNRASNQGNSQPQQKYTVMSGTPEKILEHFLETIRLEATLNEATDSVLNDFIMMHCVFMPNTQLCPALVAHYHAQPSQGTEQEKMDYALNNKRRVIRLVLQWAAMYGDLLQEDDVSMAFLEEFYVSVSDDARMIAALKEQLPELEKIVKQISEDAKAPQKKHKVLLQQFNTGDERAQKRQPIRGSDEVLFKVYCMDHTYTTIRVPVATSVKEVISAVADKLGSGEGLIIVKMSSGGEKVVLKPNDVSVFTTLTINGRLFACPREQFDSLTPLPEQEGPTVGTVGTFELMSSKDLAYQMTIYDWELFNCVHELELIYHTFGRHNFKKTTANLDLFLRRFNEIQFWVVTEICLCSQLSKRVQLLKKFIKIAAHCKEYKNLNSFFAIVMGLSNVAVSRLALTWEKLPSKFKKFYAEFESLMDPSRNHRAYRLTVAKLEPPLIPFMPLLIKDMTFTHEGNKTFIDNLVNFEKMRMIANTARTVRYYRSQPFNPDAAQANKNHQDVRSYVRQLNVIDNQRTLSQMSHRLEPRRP
# MCF10A rereplic: induces DNA re-replication in MCF 10a normal breast cells; Potency, µM (titrated, usually from 46.1 µM), for the others: at the highest dose activity, positive = re-replication, usual class: activators; MCF 10A DNA re-replication, Hoechst nuclear intensity, 48 h; hit rate 2.9% among 350,000; AID 624296; further: % of control where 0% means no effect; nearly all actives have a fitted effect of over 50% in size
# HepG2 tox: counter-screen for TGF-b inhibitors: cytotoxicity in HepG2 cells | HepG2 CAGA-GFP viability, ATP luminescence, 18 h | Potency, µM (top dose mostly 46.1 µM), for the others: at the highest dose activity change, negative = cytotoxicity, most hits filed as cytotoxic | hit rate 0.76% among 410,000 | AID 588856; further: some results filed as inactive show a strong effect at the top dose
#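 CellTiter-Glo luminescence gave cytotoxicity after 18 hours at 37 degrees C. The cells were HepG2 CAGA-GFP in 1% FBS DMEM, stimulated with 500 pg/mL TGF-beta after compound addition. %Activity was normalised to no-cell wells (complete cell-killing) and DMSO (no toxicity), and curves were fitted and classified.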
# TGFb inhibitor: blocks TGF-b signaling | AID 588855 | Potency, µM (doses to about 46.1 µM), inactives show top-dose activity, negative = inhibition, most hits filed as inhibitors | hit rate 1.2% among 410,000 | HepG2 CAGA-GFP TGF-b/SMAD3 reporter, GFP fluorescence, 18 h; TGF-beta stimulated, 500 pg/mL final; further: on the % scale 0 is the no-effect control and ±100 the full control effect; nearly all actives have a fitted effect of over 65% in size
#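 HEPG2 CAGA-GFP reporter cells (1000/well, DMEM with 1% FBS) received compounds, then recombinant TGF-beta at 500 pg/mL final for 18 hours at 37 degrees C. Per-cell GFP summed per well was normalised to unstimulated and stimulated DMSO controls before curve fitting.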
# S2 tox: reduces viability in counter-screen for ATXN expression inhibitors. hit rate 0.49% among 400,000. Potency, µM (series often up to 56.7 µM), actives largely listed as cytotoxic. S2 cells (HEK-293 line with an ATXN2-luciferase reporter) viability, CellTiter-Fluor protease fluorescence, 24 h. AID 651635; further: nearly all actives have a fitted effect of over 40% in size
# The depositor's hits bear a star; i = inactive; ? = inconclusive; · = not tested or not shown; [ ] = remark or other dose. The call rests on the fitted dose curve; in most records, active means well fitted curve in the direction sought with a large enough effect; inconclusive means small, poorly fitted or top-dose-only effect, or another doubt; inactive means no such curve, though single readings can be large; an effect the other way counts as inactive or inconclusive. Potency means the concentration at half of the fitted maximal effect.
SMILES,A549 tox,ATXN2 expr inh,Nrf2 inh,Nrf2 ARE act,EPAC2 antagonist,MCF10A rereplic,HepG2 tox,TGFb inhibitor,S2 tox
COC(=O)c1sccc1NC(=O)COc1ccc(Cl)cc1Cl,-2%,14%,?,16%,4%,-60%[inhibitor],2%,-9%,i
CCN(CC)c1nc(N2CCOCC2)c(C#N)c2c1CN(C)CC2,7%,0%,-3%,-0.4%,5%,-3%,-23%,19%,i
COc1cc(/C=C(/NC(=O)c2ccccc2)C(=O)N2CCN(C)CC2)c([N+](=O)[O-])cc1OC,-2%,·,-19%,2.4%,1%[57.1 µM],2%,7%,7%,i
Cc1ccc2[nH]c3c(=O)n(CCc4cnc[nH]4)cnc3c2c1,2%,15%,24%,2.3%,-2%,0%,-8%,5%,i
CN(Cc1nc2ccccc2c(=O)[nH]1)C(=O)c1cccc(S(=O)(=O)N2CCCC2)c1,-1%,6%,-9%,-0.1%,6%,17%,-3%,1%,i
NNC(=O)c1ccc(CN2C(=O)c3cccc4cccc2c34)cc1,?,·,23%,6.4%,-5%,12%,-48%,-23%,i
Cc1ccc(C)c(N2CCN(CCCNC(=O)Cn3cccc3C(=O)c3ccccc3)CC2)c1,-17%,?,-9%,-0.3%,-9%,2%,-35%,-14%,17µM*
OCCC#Cc1ccc(CN2CCN(Cc3ccccc3)C(CCO)C2)cc1 (configuration not stated),-6%,-4%[11.3 µM],7%,-0.4%,4%,3%,-3%,3%,i
CCCSc1ccc(-c2nn(-c3ccccc3)cc2/C=C(/C#N)C(=O)NCCCOC)cc1,-1%,-14%,-6%,-0.2%,1%,9%,7%,1%,·
CC(=O)c1cccc(S(=O)(=O)N2CCCC(c3nc(-c4ccc(C)o4)no3)C2)c1 (configuration not stated),0%,5%,-11%,0.4%,-1%,-4%,-13%,-5%,i
COc1ccc2[nH]cc(S(=O)(=O)c3ccc(F)cc3)c(=O)c2c1,5%,-15%,?,-0.4%,6%,0%,-32%,-1%,i
COc1ccc(CNC(=O)COC(=O)c2cccn2C)cc1,3%,1%,?,2.2%,-9%,-1%,-48%,4%,i
CN(CCC#N)C(=S)NC(=O)c1ccc(S(=O)(=O)N2CCOCC2)cc1,0%,·,-8%,-0.2%,-2%,1%,-11%,-28%,i
O=C(CCC(=O)NC1CCN(Cc2ccccc2)CC1)NCc1ccco1,-4%,-6%,15%,-0.8%,9%,1%,-21%,7%,i
O=C(Cc1cccs1)Nc1nnc(-c2ccncc2)s1,0%,0%,-3%,0.0%,-3%,2%,-2%,12%,i
COc1ccccc1C(=O)N/C(=C\c1cn(S(=O)(=O)N(C)C)c2ccccc12)C(=O)N1CCCC1,-25%,-2%,?,-0.7%,-16%,17%,0%,-10%,i
COc1ccc(NC(=O)CN(C)C(=O)c2ccc3[nH]c4c(c3c2)CC(C)CC4)cc1 (configuration not stated),13%,-39%,7%,1.7%,-21%,21%,-49%,1%,?
Cc1cc(NC(=O)c2c(-c3c(Cl)cccc3Cl)noc2C)n(C)n1,-14%,-3%,-13%,0.4%,0%,-4%,17%,-10%,?
COc1ccc(C2(c3ccc(OC)cc3)NC(=O)N(CC(=O)NC3CCS(=O)(=O)C3)C2=O)cc1 (configuration not stated),-4%,5%,4%,-0.6%,3%,-4%,1%,9%,i
Cn1c(=O)n(C)c2cc(NC(=O)COc3ccc(F)cc3F)ccc21,-2%,-13%,?,-0.2%[9.22 µM],-6%,-11%,-9%,-4%,i
Cc1nc2ccccc2cc1OCc1ccc(Cl)cc1,-1%,-6%,?,2.3%,-1%[57.1 µM],?,-49%,-14%,i
COC(=O)c1c(SC)nc2ccccc2c1OCc1ccc(C)cc1C,2%,-2%,3%,4.6%,·,·,-31%,-39%,i
Cc1ccc(-c2n[nH]c(=O)c3ccccc23)cc1S(=O)(=O)NCCO,1%,4%,-16%,-0.1%,5%,4%,-3%,0%,i
Cc1ccc(NC(=O)Nc2nnc(CSCCOc3ccc(Cl)cc3)s2)cc1,-4%,-14%,-13%,0.0%,9%,8%,-10%,-7%,?
Cc1ccc(SCC(=O)O/N=C(\N)c2ccncc2)cc1,7%,-1%,-7%,-0.3%,-7%,1%,-19%,-3%,i

# Next section, overlapping the part above by 4 compounds.
SMILES,A549 tox,ATXN2 expr inh,Nrf2 inh,Nrf2 ARE act,EPAC2 antagonist,MCF10A rereplic,HepG2 tox,TGFb inhibitor,S2 tox
COC(=O)c1c(SC)nc2ccccc2c1OCc1ccc(C)cc1C,2%,-2%,3%,4.6%,·,·,-31%,-39%,i
Cc1ccc(-c2n[nH]c(=O)c3ccccc23)cc1S(=O)(=O)NCCO,1%,4%,-16%,-0.1%,5%,4%,-3%,0%,i
Cc1ccc(NC(=O)Nc2nnc(CSCCOc3ccc(Cl)cc3)s2)cc1,-4%,-14%,-13%,0.0%,9%,8%,-10%,-7%,?
Cc1ccc(SCC(=O)O/N=C(\N)c2ccncc2)cc1,7%,-1%,-7%,-0.3%,-7%,1%,-19%,-3%,i
CC(C)c1nn2c(=O)cc(COC(=O)CNC(=O)c3ccccc3)nc2s1,5%,5%,14%,-0.1%,·,·,-1%,?,i
O=C(Nc1nc(-c2cccs2)cs1)c1cccc(S(=O)(=O)N2CCCCC2)c1,-27%,-15%,?,16%,0%,-1%,-22%,-20%,i
O=C(ONC1=NCCCCC1)c1ccc(Cl)cc1,-19%,-13%,·,8.6%,8%,-9%,-14%,-2%,?
COc1ccc(C(=O)NCCc2nnc3ccc(SCC(=O)Nc4cc(C)on4)nn23)cc1,3%,-5%,1%,7.3%,5%,1%,1%,-14%,i
CCCC(C)(C)C(=O)N1CCC1(C)C(=O)NS(=O)(=O)c1cccc(Cl)c1 (configuration not stated),·,12%,·,-0.7%,-11%,·,2%,5%,i
COCCNC(=O)c1ccc(CN2CCC(Cc3ccccc3)CC2)cc1,1%,-11%,2%,0.3%,-4%,16%,6%,17%,i
O=C(Nc1ccc(NC(=O)c2cccs2)cc1)c1ccc(Br)o1,6%,3%,·,-0.1%,-2%,?,-20%,4%,i
CNC(=O)c1c(NC(=O)c2ccco2)sc2c1CCC2,4%,-9%,3%,?,5%,-19%,-13%,-14%,i
Cn1c(N2CCN(c3ccccn3)CC2)nc2c1c(=O)n(Cc1ccc(Cl)cc1)c(=O)n2C,2%,-30%,·,-0.1%,-1%,-4%,-20%,-7%,i
C/C(=N\Nc1ccc(Cl)cc1)c1ccccn1,-17%,28%,?,24%,-3%,2%,0%,-9%,i
CN(C)S(=O)(=O)c1cccc(NC(=O)c2ccc(Sc3nncn3C)c([N+](=O)[O-])c2)c1,-14%,·,-5%,3.1%,-5%,1%,-10%,-25%,i
COc1ccc(Cl)cc1NC(=O)CSc1nnc2[nH]c(=O)cc(C)n12,3%,·,·,0.5%,·,·,1%,?,·
S=C(NCc1ccccc1)Nc1ccc2cn[nH]c2c1,-4%,5%,27%,0.3%,1%,0%,0%,7%,i
Cc1cccc(NC(=S)N2CCN(c3ccccc3)CC2)c1,1%,1%,30%,3.7%,-13%,5%,-12%,-5%,i
CC(=O)N1CCN(C(=O)Nc2cccc(C(F)(F)F)c2)CC1,11%,12%,·,1.8%,3%,-2%,-25%,-2%,i
Cc1ccc(SCC(Cc2ccccc2)N2CCN(CCc3ccccc3)CCC2=O)cc1 (configuration not stated),?,·,?,·,·,·,-11%,?,·
CCO[C@H]1OC(C(=O)O)=C[C@@H](C(C)(C)C)[C@@H]1CCCO,0%,5%,6%,-0.4%,5%,-1%,-3%,-1%,i
O=C(c1ccc(Br)o1)N(c1ccc(Br)cc1)C1C=CS(=O)(=O)C1 (configuration not stated),-1%[1.84 µM],-15%,-9%,-0.9%,2%,1%,4%,15%,i
O=C(NNc1nc2c(F)cccc2s1)c1ccccc1,9%,-12%,6%,0.0%,2%,1%,-2%,13%,i
Cc1cc(C)n(-c2nc(N(C)C)nc(N3CCOCC3)n2)n1,4%,-3%,-3%,0.2%,-7%,2%,-5%,1%,i
COc1ccc(S(=O)(=O)Nc2ccc(F)cc2)cc1N(C)S(=O)(=O)c1ccc(Cl)cc1,-29%,?,?,7.6%,2%,?,7%,?,i
Cc1nn(C(C)C(=O)NCCN2CCCC2)c(=O)c2c1sc1ccccc12 (configuration not stated),1%,10%,?,0.6%,3%,0%,-1%,-12%,i
CCOc1ccc(CCNC(=O)c2cc(=O)[nH]c3ccc(S(=O)(=O)N4CCCCC4C)cc23)cc1OCC (configuration not stated),-1%,·,·,0.6%,·,·,-12%,-13%,·
Cc1cccc2cc(C#N)c(N3CCN(C)CC3)nc12,-2%,-21%,1%,0.2%,-1%,11%,-31%,-6%,i
C/C(=N\NC(=O)c1nnn(-c2nonc2N)c1-c1cccs1)c1cccnc1,0%,2%,10%,-0.4%,7%,-1%,-12%,6%,i

# Whole records, quoted from the list:
# NNC(=O)c1ccc(CN2C(=O)c3cccc4cccc2c34)cc1 is listed with A549 tox: ?; ATXN2 expr inh: ·; Nrf2 inh: 23%; Nrf2 ARE act: 6.4%; EPAC2 antagonist: -5%; MCF10A rereplic: 12%; HepG2 tox: -48%; TGFb inhibitor: -23%; S2 tox: i
# COc1ccc(S(=O)(=O)Nc2ccc(F)cc2)cc1N(C)S(=O)(=O)c1ccc(Cl)cc1 is listed with A549 tox: -29%; ATXN2 expr inh: ?; Nrf2 inh: ?; Nrf2 ARE act: 7.6%; EPAC2 antagonist: 2%; MCF10A rereplic: ?; HepG2 tox: 7%; TGFb inhibitor: ?; S2 tox: i

# Following part
SMILES,A549 tox,ATXN2 expr inh,Nrf2 inh,Nrf2 ARE act,EPAC2 antagonist,MCF10A rereplic,HepG2 tox,TGFb inhibitor,S2 tox
O=C(c1ccc(CS(=O)c2ccccc2Cl)o1)N1CCOCC1 (configuration not stated),-3%,-3%,15%,0.0%,9%,-3%,-4%,3%,i
CC(C)[C@H](NC(=O)c1ccco1)C(=O)N(C)Cc1ccc(C(F)(F)F)cc1,-18%,-1%,-13%,-0.8%,-3%,-28%,-8%,-1%,i
Cc1cccc(NC(=O)CN2C(=O)S/C(=C\c3cccn3-c3cccc(C(=O)O)c3)C2=O)c1,-4%,-11%,-5%,3.0%,-6%,?,1%,-3%,?
COc1ccc(-c2nnc(NC(=O)c3ccccc3C)o2)cc1,-2%,?,-12%,4.6%,8%,1%,-32%,?,i

# The list is partial; the hit share may differ from the screen's.
